# Screens as filed in PubChem.
# Glioma ERSR ind: induces the endoplasmic reticulum stress response in human glioma cells; U87-MG GRP78 promoter luciferase reporter, 16 h; Potency, µM, for the others: top-dose activation, most hits filed as activators; 0.02% of 420,000 active; AID 602332; further: series mostly up to about 76 µM; % of control where 0% means no effect; nearly all actives have a fitted effect of over 35% in size
#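 ERSR induction read as luciferase luminescence (Bright-Glo, 10 min at room temperature) in stably transfected human U87-MG glioma cells exposed to compounds for 16 h, using GRP78 as sensor.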
# Vif-APOBEC3F blk: inhibitors of Vif-A3F interaction | HeLa A3F-eYFP + Vif (tagged APOBEC3F with the HIV-1 protein that degrades it), YFP fluorescence increase | Potency, µM (top dose mostly 46.1 µM), inactives show top-dose activity, negative = active | 0.2% of 390,000 active; further: % of control where 0% means no effect; nearly all actives have a fitted effect of over 65% in size
#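 Fluorescence increase (Ex 488/Em 500-530) after overnight compound treatment at 37 deg C flags inhibition of Vif-driven A3F-eYFP loss in stable HeLa A3F-eYFP/Vif cells seeded overnight beforehand.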
# Vif-APOBEC3G blk: blocks the Vif interaction with human APOBEC3G; Q9HC16; Potency, µM (series often up to 46.1 µM), for the others: at the top dose activity, negative = active, most hits filed as inhibitors; 0.076% of 410,000 active; HeLa A3G-eYFP + Vif (tagged APOBEC3G with the HIV-1 protein that degrades it), YFP fluorescence, overnight; AID 602310;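 further: on the % scale 0 is the no-effect control and ±100 the full control effect; nearly all actives have a fitted effect of over 60% in size; hits raise eYFP signal because A3G escapes Vif-driven loss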
# Target sequence (Q9HC16 whole entry, looked up): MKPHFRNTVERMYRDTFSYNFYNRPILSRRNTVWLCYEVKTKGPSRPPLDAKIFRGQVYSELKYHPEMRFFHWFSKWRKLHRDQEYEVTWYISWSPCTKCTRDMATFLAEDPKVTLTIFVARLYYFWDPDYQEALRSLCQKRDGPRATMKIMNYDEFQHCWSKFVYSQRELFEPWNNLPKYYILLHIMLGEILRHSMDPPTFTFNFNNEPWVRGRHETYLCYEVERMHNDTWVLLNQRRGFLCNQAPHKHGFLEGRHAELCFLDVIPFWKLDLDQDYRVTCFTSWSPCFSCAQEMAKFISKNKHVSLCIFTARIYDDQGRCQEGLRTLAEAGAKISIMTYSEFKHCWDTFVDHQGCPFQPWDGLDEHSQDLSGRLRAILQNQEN
#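 HeLa cells stably expressing Vif and C-terminally eYFP-tagged A3G, seeded overnight at 37 deg C, then exposed to compound by pintool overnight at 37 deg C. Rise in yellow fluorescence (Ex 488/Em 500-530, Acumen) marks blocked Vif-driven A3G degradation.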
# * marks the source's active call; other numbers are inactive results; ? = inconclusive; & = joins results of further samples. The call rests on the fitted dose curve; in most records, active means well fitted curve in the direction sought with a large enough effect; inconclusive means small, poorly fitted or top-dose-only effect, or another doubt; inactive means no such curve, though single readings can be large; an effect the other way counts as inactive or inconclusive. Potency means the concentration at half of the fitted maximal effect. Only part of the results is shown; the hit share may differ from the screen's.
SMILES,Glioma ERSR ind,Vif-APOBEC3F blk,Vif-APOBEC3G blk
O=C1c2ccccc2[C@@H]2C[C@@H](O)[C@H](Nc3ccccc3-c3ccccc3)CCN12,-1.5%,3.0%,-4.8%
Cc1ccc(S(=O)(=O)N2C[C@@H]3[C@H]4CC[C@H](C4)[C@@H]3[C@@H](C)[C@@H]2c2cn(Cc3ccccc3)c3ncccc23)cc1,-1.1%,-3.6%,1.9%
O=C(Nc1ccccc1)N(CCc1ccncc1)C1CCCCC1,-4.1%,5.2%,0.3%
COC(=O)C1=C(C)N(CCCC(=O)O)C(=O)NC1c1ccccc1OS(=O)(=O)c1ccccc1[N+](=O)[O-] (stereo unspecified),-0.3%,0.3%,-0.7%
O=C(O)c1ccccc1,-2.9%,3.9%,-0.4%
COc1cccc(N2[C@@H](CC(C)=O)c3cc(C(F)(F)F)ccc3S2(=O)=O)c1,2.8%&-0.4%,-3.1%,-3.1%&-9.6%
CCC(C)(O)C(=O)N[C@H]1CCCN1C(=O)/C=C/c1ccccc1 (stereo partly specified),-0.6%,-3.3%,-1.0%
O=C1OC[C@H]2CCCN2C(=O)[C@@H](CC(=O)N(CCO)Cc2ccccc2)C/C=C\CC[C@H]1Cc1ccc(F)cc1,-3.0%,7.9%,4.4%
C[C@]12c3[nH]c4ccccc4c3CCN1C(=O)C(CC(=O)NCC13CC4CC(CC(C4)C1)C3)C[C@@H]2C(=O)N1CCOCC1 (stereo partly specified),1.3%,3.5%,0.3%
O=C(Cc1cccs1)Nc1ccc(-c2nnc(-c3ccccc3)o2)cc1,-0.4%,1.7%,1.5%
CCC/C(C#Cc1ccsc1)=C1/c2ccccc2C(=O)N1c1ccccc1,-9.0%,8.4%,?
C[C@@H]1CN([C@@H](C)CO)C(=O)c2cc(NS(C)(=O)=O)ccc2O[C@@H]1CN(C)Cc1ccc(C(F)(F)F)cc1,-3.5%,-3.0%,2.2%
O=[N+]([O-])c1cccc(COc2ccccc2CN2CCCCC2)c1,-4.1%,7.9%,-0.8%
CC[C@]12c3[nH]c4ccc(OC)cc4c3CCN1C(=O)C(CC(=O)NCC13CC4CC(CC(C4)C1)C3)C[C@@H]2C(=O)N1CCN(C(=O)c2ccco2)CC1 (stereo partly specified),-0.5%,-1.1%,-5.0%
CN(CC(=O)O)C(=O)c1ccccc1,-0.1%,-1.4%,1.0%
COc1ccc(CNC(=O)Cn2cnc3c(OCc4ccccc4)ncnc32)cc1,-0.7%,1.4%,-6.5%
CC(=O)[C@@H]1[C@@H](C)N(Cc2ccccc2)C(=O)N[C@H]1c1ccccc1,0.0%,-4.0%,-2.9%
COC(=O)C[C@H]1c2ccccc2S(=O)(=O)N1c1cccc(OC)c1,-1.7%&3.4%,-4.8%,-1.1%&-0.5%
O=C(Cc1cccc(NC(=O)C2CCCN(C(=O)CCc3ccccc3)C2)c1)Nc1cccc(C(=O)N2CCCCC2)c1 (stereo unspecified),-1.5%,-1.4%,0.1%
COc1ccc(/C(O)=C2/C(=O)C(=O)N(CCCN(C)C)C2c2ccc(Cl)cc2)cc1OC (stereo unspecified),-1.5%,2.7%,0.8%
C#CCOCCOCCOCCNc1nc(N2CCN(C(=O)[C@H](CCCN=C(N)N)n3cc(C(N)[C@@H](C)CC)nn3)CC2)nc(N2CCN(C(=O)[C@H](CCC(=O)O)n3cc([C@@H](N)CC(N)=O)nn3)CC2)n1 (stereo partly specified),2.6%,4.5%,-0.5%
C[C@]1(O)CC(=O)C=C[C@H]1Nc1ccccc1,-7.7%,-3.5%,?
CCCC[C@@H]1CCCO[C@@](C(=O)NCc2ccccn2)(C(F)(F)F)C1,-4.8%&-1.2%,0.3%,-0.7%&-0.2%
COc1ccc(CNC(=O)C[C@H]2C[C@H](C(=O)N3CCCCC3)[C@@]3(CCc4ccccc4)c4[nH]c5cc(-c6ccco6)ccc5c4CCN3C2=O)cc1OC,-3.5%,4.3%,-6.7%
COC(=O)[C@@H]1CCCN1C(=O)[C@@H](NC(=O)OC(C)(C)C)C(C)C,0.4%&2.8%,7.1%,0.5%&-0.1%

# As entered above.
# Result of Cc1ccc(S(=O)(=O)N2C[C@@H]3[C@H]4CC[C@H](C4)[C@@H]3[C@@H](C)[C@@H]2c2cn(Cc3ccccc3)c3ncccc23)cc1 under Vif-APOBEC3G blk: 1.9%
# Result of COc1cccc(N2[C@@H](CC(C)=O)c3cc(C(F)(F)F)ccc3S2(=O)=O)c1 under Vif-APOBEC3G blk: -3.1%&-9.6%
# Result of COC(=O)C1=C(C)N(CCCC(=O)O)C(=O)NC1c1ccccc1OS(=O)(=O)c1ccccc1[N+](=O)[O-] (stereo unspecified) under Glioma ERSR ind: -0.3%
# Result of COc1ccc(CNC(=O)Cn2cnc3c(OCc4ccccc4)ncnc32)cc1 under Vif-APOBEC3F blk: 1.4%
# Result of O=[N+]([O-])c1cccc(COc2ccccc2CN2CCCCC2)c1 under Vif-APOBEC3F blk: 7.9%

# Single records, as listed above. Order of values: Glioma ERSR ind	Vif-APOBEC3F blk	Vif-APOBEC3G blk
# COc1cccc(N2[C@@H](CC(C)=O)c3cc(C(F)(F)F)ccc3S2(=O)=O)c1 is listed with 2.8%&-0.4%	-3.1%	-3.1%&-9.6%
# O=C(Nc1ccccc1)N(CCc1ccncc1)C1CCCCC1 is listed with -4.1%	5.2%	0.3%

# Other results follow.
SMILES,Glioma ERSR ind,Vif-APOBEC3F blk,Vif-APOBEC3G blk
CCCOc1ccc(-c2cc3onc(-c4ccccc4)c3c(=O)n2C)cc1,3.0%,1.3%,-5.9%
C=C1CCN([C@@H](CC(C)C)C(=O)NCc2cc(OC)c(OC)c(OC)c2)S(=O)(=O)c2ccccc21,-2.8%,-6.1%,-4.6%
C[C@@H]1CN([C@@H](C)CO)C(=O)c2cccc(NC(=O)c3nc4ccccc4s3)c2O[C@@H]1CN(C)CC1CC1,-0.9%,-4.5%,1.9%
CCOC(=O)[C@@H]1[C@H]2COc3ccccc3[C@@H]2N2C(=O)N(c3ccc(F)cc3)C(=O)[C@]12C,-4.5%,-3.5%,-1.6%
Cc1noc(C)c1NC(=O)Nc1ccc2c(c1)C(=O)N([C@H](C)CO)C[C@H](C)[C@@H](CN(C)C(=O)Nc1ccccc1)O2,-4.8%,6.3%,-0.5%
C[C@]12C(=O)N(c3cccc(Cl)c3)C(=O)N1[C@@H]1c3ccccc3OC[C@@H]1[C@H]2c1ccccc1,-5.9%,6.7%,1.2%
O=C1NC[C@H](c2ccccc2)OC(=O)[C@H](Cc2ccc(F)cc2)C/C=C\C[C@H]1CC(=O)N(CCO)Cc1ccccc1,-5.4%,-2.2%,-13.6%
Cc1ccccc1S(=O)(=O)N1C[C@H]2CON(C)[C@H]2C[C@H]1c1cccc(Oc2ccccc2)c1,-0.6%,-2.8%,-9.0%
COc1cc2oc(=O)cc(-c3ccc(-c4ccc(CO)cc4)cc3)c2c(OC)c1OC,-0.5%&-6.5%,7.4%,1.1%
C=C1CCN([C@@H](Cc2ccccc2)C(=O)O)S(=O)(=O)c2ccccc21,-1.2%,0.8%,2.2%
CCOC(=O)c1cccc(NC(=O)c2ccc(F)cc2F)c1,-0.4%,7.5%,2.9%
O=C(Cn1cnc2c(NCc3ccccc3)ncnc21)N1CCN(c2ccccn2)CC1,-2.4%,3.3%,0.6%
CCN1C[C@@H]2[C@@H]3C(=O)N(Cc4ccccc4)C(=O)[C@@H]3[C@](C)(C(=O)OC)N2C1=NC,-1.5%,-1.5%,1.4%
CC(C)(C)S(=O)(=O)N1C[C@H]2CC/C=C\C/C(c3ccccc3)=C\2[C@@H]1CCO,-3.1%,-11.9%,-2.2%
Cc1noc(C)c1NC(=O)N(C)C[C@@H]1Oc2ccc(NS(=O)(=O)c3c(C)noc3C)cc2C(=O)N([C@H](C)CO)C[C@H]1C,-1.2%,1.5%,2.7%
CC(C)C(=O)Nc1cccc(COc2ccc(CN(Cc3ccccc3)C(=O)OC(C)(C)C)cc2)c1,-1.3%,1.3%,1.9%
COc1ccc(CCNC(=O)c2cc3c(=O)n4ccccc4nc3n(CC3CCCO3)c2=N)cc1 (stereo unspecified),-2.2%,-0.2%,-3.3%
O=C(O)c1cccc2c1C(=O)c1ccc(-c3ccc(OC(F)(F)F)cc3)cc1S2(=O)=O,0.8%,0.3%,0.6%
C[C@H](CO)N1C[C@H](C)[C@H](CN(C)S(=O)(=O)c2cn(C)cn2)Oc2ccc(NC(=O)Nc3ccc(C(F)(F)F)cc3)cc2CC1=O,-3.0%,-0.7%,-42.1%
C[C@]12c3[nH]c4ccc(Cl)cc4c3CCN1C(=O)[C@@H](CC(=O)NCC13CC4CC(CC(C4)C1)C3)C[C@@H]2C(=O)N1CCOCC1,-1.0%,4.8%,0.0%
CCCCN1C(=N)N([C@@H](CCC)CN2CCC[C@H]2CN2C(N)=NC[C@@H]2Cc2ccccc2)C[C@H]1[C@H](C)CC,-2.6%,3.1%,0.2%
O=C1c2ccccc2C(=O)N1c1ccccc1,-2.3%,2.1%,-2.2%
COc1ccccc1CNS(=O)(=O)CCNC1CCCCC1,-2.2%,1.0%,0.5%
COC(=O)C1N[C@@H]([C@@H](NC(=O)COc2ccccc2)C(=O)NCc2ccsc2)SC1(C)C (stereo partly specified),-4.6%&-2.7%,-4.6%,-3.9%&-4.6%
CC(C)(C)n1ncc2c(=O)n(Cc3cc(F)c(Cl)cc3Cl)cnc21,-4.3%&-6.4%,6.0%,2.4%&-0.4%
# Remaining list, next part:
SMILES,Glioma ERSR ind,Vif-APOBEC3F blk,Vif-APOBEC3G blk
COC(=O)C1=C(C(=O)OC)[C@@H]2N(C)c3ccc(OC)cc3[C@@]23C[C@@H](C(=O)OC)N(C(=O)c2cc(C)oc2C)C3=N1,-5.1%,5.2%,-0.5%
CCN1C(=O)[C@H]2[C@H]3CN=C(SCc4ccc(C)cc4)N3[C@@](Cc3ccccc3)(C(=O)OC)[C@H]2C1=O,-1.8%,8.6%,1.8%
CC(C)NC(=O)N(C)C[C@H]1Oc2ccc(NC(=O)CCN3CCOCC3)cc2C(=O)N([C@H](C)CO)C[C@@H]1C,-1.2%,-3.7%,0.1%
CC1=C(C(=O)OCc2ccccc2)C(c2ccc3c(c2)OCO3)NC(=O)N1CCCC(=O)O (stereo unspecified),-5.3%,-2.0%,6.5%
Cc1noc(C)c1NC(=O)N(C)C[C@H]1Oc2ccc(NC(=O)NC(C)C)cc2C(=O)N([C@H](C)CO)C[C@H]1C,-0.8%,-4.3%,0.6%
CCOC(=O)C1=CN(Cc2ccco2)S(=O)(=O)NC1CC (stereo unspecified),-3.5%,2.5%,-4.0%
O=C(Nc1cccc(C(=O)N2CCCC2)c1)C1CCCC1,0.2%,4.3%,-1.3%
Cc1ccc(S(=O)(=O)N2C/C=C\CN(S(=O)(=O)c3ccccc3Br)CC2)cc1,-1.8%,3.7%,0.7%
Cc1ccc2c(c1)C(=O)N1[C@H]3c4cc(Cl)ccc4OC[C@@H]3[C@H](c3ccccc3)[C@]1(C)C(=O)N2,-2.7%,-1.9%,-26.7%
CNC[C@H]1Oc2ccc(NC(=O)Nc3ccc(OC)cc3)cc2C(=O)N([C@@H](C)CO)C[C@H]1C,-4.3%,-6.7%,7.5%
CC(C)N(C(=O)[C@H]1CC(CC(=O)NCC23CC4CC(CC(C4)C2)C3)C(=O)N2CCc3c([nH]c4ccccc34)[C@]12C)C(C)C (stereo partly specified),-1.3%,?,-3.0%
C=CCSc1nnc2c(n1)-c1cccc3cccc-2c13,4.7%,-0.3%,-2.7%
COC(=O)[C@H](C)N(Cc1ccc(Cl)c(Cl)c1)S(=O)(=O)CCN1CCCC1,-2.8%,5.0%,-7.3%
C/C=C1\COC(C(=O)NCCN2CCCC2)(C(F)(F)F)C=C1C=C1CCCCC1 (stereo unspecified),-6.7%&-2.7%,-19.2%,1.9%&2.8%

# Five compounds from above, arranged by heavy-atom count, high to low.
SMILES,Glioma ERSR ind,Vif-APOBEC3F blk,Vif-APOBEC3G blk
CC(C)N(C(=O)[C@H]1CC(CC(=O)NCC23CC4CC(CC(C4)C2)C3)C(=O)N2CCc3c([nH]c4ccccc34)[C@]12C)C(C)C (stereo partly specified),-1.3%,?,-3.0%
COC(=O)C1=C(C(=O)OC)[C@@H]2N(C)c3ccc(OC)cc3[C@@]23C[C@@H](C(=O)OC)N(C(=O)c2cc(C)oc2C)C3=N1,-5.1%,5.2%,-0.5%
CNC[C@H]1Oc2ccc(NC(=O)Nc3ccc(OC)cc3)cc2C(=O)N([C@@H](C)CO)C[C@H]1C,-4.3%,-6.7%,7.5%
C/C=C1\COC(C(=O)NCCN2CCCC2)(C(F)(F)F)C=C1C=C1CCCCC1 (stereo unspecified),-6.7%&-2.7%,-19.2%,1.9%&2.8%
O=C(Nc1cccc(C(=O)N2CCCC2)c1)C1CCCC1,0.2%,4.3%,-1.3%
